SENP8 block-1: SENP8 protease inhibitors, primary screen, biochemical, luminescence; Sentrin-specific protease 8 (Homo sapiens), Q96LD8; purified SENP8, Z-RLRGG-aminoluciferin cleavage; inhibition, % at 10 µM; 330,000 compounds, 1.2% hits; AID 2540, 2010; in the data active means inhibition above about 50%
Target sequence (Q96LD8 whole entry, looked up): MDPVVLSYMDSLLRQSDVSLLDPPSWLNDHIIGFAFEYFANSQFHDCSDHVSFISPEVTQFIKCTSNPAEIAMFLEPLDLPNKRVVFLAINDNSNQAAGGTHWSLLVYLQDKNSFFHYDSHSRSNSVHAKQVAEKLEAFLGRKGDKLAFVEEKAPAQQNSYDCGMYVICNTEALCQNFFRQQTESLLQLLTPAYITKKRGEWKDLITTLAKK
SENP7 inh: SENP7 protease inhibitors, primary screen, biochemical, luminescence, uHTS; recombinant SENP7, Z-RLRGG-aminoluciferin luminescence, 40 min; AID 434973, 2010; 330,000 compounds, 1.5% hits; inhibition, % at 5 µM;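 active means inhibition above about 50% at the single test dose, limit read from the data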;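 further: plate controls were DMSO with enzyme for no effect and no enzyme buffer wells for full effect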
Target sequence (Q9BQF6 706-1050 limits assumed): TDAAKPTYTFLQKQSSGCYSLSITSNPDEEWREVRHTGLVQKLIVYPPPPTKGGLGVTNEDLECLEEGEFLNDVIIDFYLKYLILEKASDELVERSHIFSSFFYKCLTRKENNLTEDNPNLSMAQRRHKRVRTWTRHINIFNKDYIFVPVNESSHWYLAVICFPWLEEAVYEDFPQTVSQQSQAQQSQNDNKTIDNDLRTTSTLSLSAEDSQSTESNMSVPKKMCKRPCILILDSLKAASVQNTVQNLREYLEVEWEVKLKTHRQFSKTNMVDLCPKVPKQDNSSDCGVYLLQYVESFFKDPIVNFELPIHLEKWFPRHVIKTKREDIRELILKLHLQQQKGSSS
Apaf-1 inh: inhibitors of human Apaf-1 apoptosome, primary screen, biochemical, DEVD-Rh110 fluorescence, uHTS; Apoptotic protease-activating factor 1 (Homo sapiens), O14727; reconstituted apoptosome caspase-3 activity; inhibition, % at 20 µM; 330,000 compounds, 0.71% hits; AID 489030, 2010; active means inhibition of at least 40% at 20 µM;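 further: plate controls were DMSO wells for no effect and DEVD-CHO caspase inhibitor wells for full effect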
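detection = Rh110 fluorescence intensity | test system = biochemical Apaf-1 apoptosome reconstitution | also added = cytochrome c and DEVD-Rh110 substrate | schedule = 30 min plus 50 min, RT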
SENP6 block: SENP6 protease inhibitors, primary screen, biochemical, luminescence, uHTS | Recombinant SENP6 catalytic domain, aminoluciferin luminescence | inhibition, % at 10 µM | Sentrin-specific protease 6 (Homo sapiens), Q9GZR1 | 330,000 compounds, 1.8% hits | AID 2599, 2010;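 active means inhibition above about 50% at the single tested dose, limit read from the data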;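 further: plate controls were DMSO wells with enzyme for no effect and DMSO wells lacking enzyme for full effect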
HKDC1 inhibitor: HKDC1 hexokinase inhibitors, primary screen, biochemical, fluorescence, uHTS; Q2TB90; recombinant HKDC1, G6PDH/diaphorase resazurin coupled fluorescence; inhibition, % at 20 µM; 340,000 compounds, 0.16% hits; AID 493160, 2011;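 active means inhibition above about 35% when tested at 20 µM, limit read from the data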;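 further: plate controls were DMSO wells with enzyme for no effect and DMSO wells lacking enzyme for full effect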
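Assay system: recombinant HKDC1 hexokinase; detection: coupled resazurin fluorescence, excitation 525 nm, emission 613 nm; benchmarks: DMSO-plus-enzyme-mix negative control, buffer-substituted positive control; compound dosing: single 20 µM dose; schedule: 90 min at room temperature in dark; also added: glucose plus 1 mM ATP as hexokinase substrates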
PfGluPho inh: PfG6PD enzyme inhibitors, primary screen, biochemical, fluorescence intensity, uHTS; glucose-6-phosphate dehydrogenase-6-phosphogluconolactonase (Plasmodium falciparum 3D7); PfGluPho enzyme, NADPH resazurin-diaphorase fluorescence; inhibition, % at 20 µM; 350,000 compounds, 0.78% hits;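 active means inhibition reaching at least a set limit at 20 µM in the primary screen, cut at about 59% in these data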;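 further: 0% = DMSO wells with substrate and 100% = DMSO wells lacking glucose-6-phosphate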
SENP1 FRET inh: human SENP1 catalytic domain inhibitors, primary screen, biochemical, FRET, uHTS. Sentrin-specific protease 1 (Homo sapiens), Q9P0U3. recombinant SENP1 catalytic domain, CyPet-SUMO1-YPet FRET cleavage. inhibition, % at 10 µM. 360,000 compounds, 0.21% hits;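 active means inhibition at least 30% at 10 µM, raw YFP signal under a set limit, fluorescence ratio 0.5 to 1.5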;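 further: 0% = enzyme with DMSO and 100% = no enzyme wells; some results filed as inactive read as strong as hits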
Target sequence (Q9P0U3 419-644 limits assumed): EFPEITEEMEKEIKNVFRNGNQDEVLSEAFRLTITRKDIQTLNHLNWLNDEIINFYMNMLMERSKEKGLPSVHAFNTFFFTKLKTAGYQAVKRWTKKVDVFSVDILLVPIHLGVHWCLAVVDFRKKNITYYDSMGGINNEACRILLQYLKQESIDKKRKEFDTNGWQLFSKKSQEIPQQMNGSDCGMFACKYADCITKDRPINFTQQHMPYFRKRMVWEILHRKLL
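System: Recombinant human SENP1 catalytic domain, His6-tagged | Incubation: Enzyme reaction for 50 min at room temperature, dark | Medium: Tris pH 8 with BME, BSA, NP40 and catalase | Also added: 25 nM SUMO1 FRET substrate | Compound: 10 µM single point, 0.5% DMSO | Measured by: FRET fluorescence in CFP and YFP emission channels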
SENP8 block-2: human SENP8 protease inhibitors, primary screen, biochemical, fluorescence, Nedd8 protein substrate, uHTS; recombinant SENP8; inhibition, % at 20 µM; 360,000 compounds, 0.64% hits; AID 602440, 2012; in the data active means inhibition mostly above about 40%, no sharp cut-off; inactive means mostly below about 27%
Active calls of the source: *; i = inactive; nt = not tested or not shown.

Every second line gives: SENP8 block-1	SENP7 inh	Apaf-1 inh	SENP6 block	HKDC1 inhibitor	PfGluPho inh	SENP1 FRET inh	SENP8 block-2
CCOC(=O)c1cnc(-c2ccccc2)nc1Oc1ccccc1
→ -1.4	-2.3	4.0	-10.1	3.9	32.7	3.3	22.2
Cc1ccc(NC(=O)c2nc[nH]c2C(=O)NCCCCNC(=O)c2[nH]cnc2C(=O)Nc2ccc(C)cc2)cc1
→ 2.2	7.1	-3.7	-2.5	3.0	-0.3	-1.2	-12.8
COC(=O)[C@@]1(C)[C@H]2C(=O)N(Cc3ccccc3)C(=O)[C@H]2[C@H]2CN=C(SC)N21
→ nt	3.9	18.8	nt	-0.8	-0.1	-0.3	10.6
O=C(CCNC(=O)c1ccc(Br)o1)NCc1ccccc1Cl
→ 10.2	0.0	-23.5	-10.2	-15.2	1.4	-0.6	9.8
COc1ccc(F)c(CN2CCC(N3CCC(C(=O)N4CCOCC4)CC3)CC2)c1
→ -6.2	-4.1	1.8	-4.7	-6.2	1.4	-3.9	18.6
Cc1ccc(NC(=O)CSc2n[nH]c(-c3ccncc3)n2)cc1
→ -2.8	0.1	-14.3	3.2	10.4	-10.0	0.1	25.2
CCOC(=O)c1c(C)[nH]c(C(=O)COC(=O)c2oc3ccccc3c2C)c1C
→ 0.5	3.7	3.8	6.8	-5.8	-3.0	0.1	36.8
Cc1nc(N)c(CC(Br)CBr)c(Cl)n1 (configuration not stated)
→ -0.4	7.2	-12.7	11.8	-7.3	15.0	1.4	30.8
COc1ccc(-n2nc(C(=O)NCC(=O)NCCN(C)C)c3ccccc3c2=O)cc1
→ 10.3	1.0	-6.8	-22.1	-5.4	8.3	2.5	-12.9
COc1ccc(C2C(C(=O)c3ccccc3)=C(C)Nc3nc4ccccc4n32)c(OC)c1 (configuration not stated)
→ -11.1	15.9	12.5	-2.7	-7.9	-0.7	-28.3	15.1
COc1ccc(S(=O)(=O)N2CCOCC2)cc1NC(=O)c1ccc2c(c1)OCCO2
→ -0.5	3.2	3.0	9.9	-5.7	8.7	-0.6	16.4
CCC(CO)Oc1cc(NCc2cc(C)cc(C)c2)c2ncn(C(C)C)c2c1 (configuration not stated)
→ 0.2	13.1	35.9	1.8	15.8	11.4	-3.6	27.9
CCOC(=O)C1=C(C)NC(SCC(N)=O)=C(C#N)C1c1ccccc1 (configuration not stated)
→ -4.1	-0.1	-8.1	-0.8	9.8	-19.7	-2.0	-24.1
CC(C)(C)c1ccc(O)c(O)c1
→ -3.8	3.8	0.7	2.0	-0.9	80.8*	-0.9	16.3
COc1ccc(CSc2nncn2N)cc1[N+](=O)[O-]
→ -14.1	-3.7	-2.0	-18.7	-2.7	2.3	3.1	15.9
CCN(C(=O)COC(=O)c1cc(-c2ccccc2)nn1-c1ccccc1)C1CCS(=O)(=O)C1 (configuration not stated)
→ -2.0	-1.6	-2.6	12.6	1.6	-19.1	-1.2	9.5
CCc1cccc2c(C(=O)COC(=O)c3cnc(C)cn3)c[nH]c12
→ -8.7	9.3	-4.6	-2.8	-5.5	16.5	0.4	-0.3
O=C(NCCN1CCCC1)C1CCC(=O)N(CCCN2CCOCC2)C1 (configuration not stated)
→ -10.9	10.7	13.5	-5.4	-4.0	10.9	-6.8	3.3
N/C(=N\OC(=O)Oc1ccccc1)c1ccc([N+](=O)[O-])cc1
→ -7.0	-1.7	3.3	-10.3	-9.8	-9.5	0.8	9.1
Cc1ccc(C)c(NC(=O)C(Sc2nncn2C)c2ccccc2)c1 (configuration not stated)
→ 2.2	-7.1	-6.3	-13.6	-6.9	10.9	2.2	14.0
O=C(CCN1CCOCC1)NCc1ccccc1
→ 0.6	5.6	-2.9	10.5	-3.2	-10.6	-1.5	4.9
Cc1cccc(Nc2nc(N)nc(CN3CCC(C(N)=O)CC3)n2)c1C
→ -1.1	0.8	-5.0	-4.8	2.6	-9.7	0.9	-11.1
CCOc1ccc(NC(=O)CC(NCc2ccccn2)C(=O)O)cc1 (configuration not stated)
→ -10.0	5.3	0.7	-3.2	-6.0	-3.5	2.7	4.9
O=C(O)CCCn1c(=O)c2cccn2c2ccc(F)cc21
→ -1.1	5.5	-1.8	-5.9	-6.8	-0.1	0.3	-0.3
COc1ccc(C(=O)NCC(=O)OCc2csc(-c3ccccc3)n2)cc1
→ -10.0	-0.7	3.2	-12.0	-3.0	2.9	0.1	8.6
COC(=O)C1C(O)=C(C(C)=Nc2cccc3ccccc23)C(=O)CC1(C)C (configuration not stated)
→ 8.7	13.3	-17.1	21.0	16.8	25.4	-2.2	-408.0
COCCNC(=O)/C(C#N)=C/C=C/c1ccccc1
→ -7.7	-7.3	5.8	-14.3	2.3	-18.2	-2.7	-3.3
O=C1c2ccccc2C(=O)N1Cc1ccc2c(c1)OCO2
→ -7.5	2.0	-4.2	1.9	6.4	-23.3	2.8	10.3
Cc1nn(-c2ccccc2)c(OC(=O)c2cccs2)c1S(=O)(=O)c1ccc([N+](=O)[O-])cc1
→ -7.5	8.9	-17.6	-16.3	-5.7	-19.7	0.5	20.5
CCSCc1nc(N)nc(NCCc2ccccc2)n1
→ -1.8	6.1	-0.8	-13.5	-3.3	11.7	-0.5	14.7

With a hit mark in PfGluPho inh (from the list above):
molecule,SENP7 inh,SENP6 block,HKDC1 inhibitor,PfGluPho inh,SENP1 FRET inh,SENP8 block-2
CC(C)(C)c1ccc(O)c(O)c1,3.8,2.0,-0.9,80.8*,-0.9,16.3

Rewritten as labelled records: part of the list above
CCOC(=O)c1c(C)[nH]c(C(=O)COC(=O)c2oc3ccccc3c2C)c1C
  SENP8 block-1: 0.5; SENP7 inh: 3.7; Apaf-1 inh: 3.8; SENP6 block: 6.8; HKDC1 inhibitor: -5.8; PfGluPho inh: -3.0; SENP1 FRET inh: 0.1; SENP8 block-2: 36.8
Cc1nc(N)c(CC(Br)CBr)c(Cl)n1 (configuration not stated)
  SENP8 block-1: -0.4; SENP7 inh: 7.2; Apaf-1 inh: -12.7; SENP6 block: 11.8; HKDC1 inhibitor: -7.3; PfGluPho inh: 15.0; SENP1 FRET inh: 1.4; SENP8 block-2: 30.8

Remaining list, next part.
Every second line gives: SENP8 block-1	SENP7 inh	Apaf-1 inh	SENP6 block	HKDC1 inhibitor	PfGluPho inh	SENP1 FRET inh	SENP8 block-2
CC1(C)c2[nH]c3ccccc3c2C[C@H]2C(=O)N(Cc3cccc(F)c3)C(=O)N21
→ -9.3	-12.3	15.6	-19.7	3.1	8.8	-60.8	-1.6
Cc1ccc(S(=O)(=O)Oc2ccc3c(c2)O/C(=C\c2cccnc2)C3=O)cc1
→ -2.3	2.4	2.9	-6.6	-5.5	6.1	5.9	7.7
Cc1cccc(NC(=O)Nc2nnc(N3CCCCC3C)s2)c1C (configuration not stated)
→ 0.7	-2.0	23.2	-1.8	-4.5	11.1	1.5	16.3
Cc1ccc(S(=O)(=O)NC2=NCN(CCc3ccccc3)CN2)cc1
→ -7.9	-5.9	4.0	-10.2	0.6	-9.8	-1.9	10.0
COc1ccc(Nc2cc(C(=O)NCCCN3CCOCC3)c3ccccc3n2)c(OC)c1
→ 1.1	5.5	11.2	6.7	-1.9	-2.5	1.2	20.4
Cc1cc(C(=O)c2ccccc2)c(NC(=O)CN2CCOCC2)s1
→ 1.9	1.2	6.6	-5.5	13.1	-11.5	1.9	21.2
O=c1cccccc1NN=C1CCCCCC1
→ -21.5	-9.8	8.2	-3.9	-3.7	0.0	-49.3	-21.2
CCOC(=O)c1ccc(NC(=O)Nn2cnnc2)cc1
→ -2.9	2.4	-10.7	-5.2	4.4	3.3	2.5	4.9
COc1ccccc1C(=O)N/C(=C\c1cn(C)c2ccccc12)C(=O)N1CCOCC1
→ -7.7	6.0	-2.6	2.4	-4.2	21.1	1.3	-36.8
Cc1cc(-c2nnc(CCC(=O)N3CCN(Cc4cccc(F)c4)CC3)o2)c(C)o1
→ 0.1	-7.6	1.6	-10.9	-10.0	13.8	-4.6	2.4
CCOc1ccc(S(=O)(=O)N2CCC(C(=O)NCc3ccco3)CC2)cc1
→ -7.2	21.3	0.5	-2.6	-0.1	-6.8	-1.3	10.4
CC1CCCCN1C(=O)CN1C(=O)NC2(CCCCC2C)C1=O (configuration not stated)
→ -12.8	-6.7	8.1	-20.7	-8.9	-4.2	0.2	-1.9
CC(C)(C)C1CCC2(CC1)C(Nc1cccc(C(F)(F)F)c1)=NC(=S)N2CC#N (configuration not stated)
→ -7.9	4.5	13.4	-18.6	1.7	1.1	0.3	19.7
COc1ccc(CN(C)C(=O)c2ccccc2OCc2c(C)noc2C)c(OC)c1
→ 2.3	5.9	36.4	-5.9	0.3	1.0	-1.0	9.2
CCc1ccc(-c2nnn(CCC(=O)OC)n2)cc1
→ -8.7	4.2	3.4	-0.5	2.8	-3.1	-0.3	22.9
Cc1ccc(S(=O)(=O)C2(C(=O)N3CCCCCC3)CC2)cc1
→ -2.7	-1.8	-16.9	-4.7	-1.7	-0.6	0.6	6.4
COc1cccc(CC(=O)OCC(=O)NNC(=O)c2ccc([N+](=O)[O-])cc2)c1
→ 10.6	4.8	-3.3	7.2	-1.4	-6.0	1.6	13.5
O=C(NCc1ccco1)/C(=C/c1ccco1)NC(=O)c1ccccc1
→ 1.4	8.4	6.4	-18.2	-0.7	-2.3	-6.8	2.6
COc1ccc(C(=O)N2CCN(Cc3cn[nH]c3-c3ccc(OC)cc3F)CC2)cc1
→ -4.9	-6.3	10.1	-3.5	2.8	-14.6	0.0	7.4
CCOc1ccc(OCCC(=O)N(CCCOC)c2c(N)n(Cc3ccccc3)c(=O)[nH]c2=O)cc1
→ 15.3	-8.4	-2.0	1.8	-5.3	-12.5	-4.9	-2.9
COc1cccc(-c2cc(C(F)(F)F)n3nc(N)nc3n2)c1
→ 2.2	3.8	-44.3	6.5	-3.1	11.7	-78.1	i

Not a hit list; about 3.6% have a hit in one of these screens.
